Screening data as filed in PubChem BioAssay.
FUS suppressor: suppressors of FUS proteinopathy in yeast; S. cerevisiae FUS-expressing, growth rescue, OD600, 24 h; Potency, µM (doses to about 76.6 µM), for the others: top-dose growth rescue (activation), actives largely listed as activators; 0.24% of 390,000 active; AID 1347120;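 note: potency is the fitted concentration of half-maximal effect; plate controls were DMSO vehicle for no effect and reference control for full effect; nearly all actives have a fitted effect of over 55% in size; some results filed as inactive show a strong effect at the top dose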
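Absorbance at 600 nm, taken 24hr after compound addition, measured rescue of FUS-yeast growth at 30C. Induction used 2% galactose with seeding at OD 0.005. Controls: CP55940 from 92uM final, DMSO only.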
PLK1 PBD block: inhibitors of human PLK1 polo-box domain binding. AID 720504. 2.8% of 360,000 active. Potency, µM, without a hit: max response, negative = inhibition, hits mostly inhibitors. Plk1 PBD binding of FITC phosphopeptide, fluorescence polarization. P53350; note: potency is the fitted concentration of half-maximal effect; series mostly up to about 57 µM; % is set by controls: 0 for no effect and ±100 for the full control effect; nearly all actives have a fitted effect of over 65% in size
aSyn yeast inh: alpha-synuclein toxicity inhibition in yeast. Yeast expressing alpha-synuclein, growth rescue, BacTiter-Glo, 24 h. 0.14% of 370,000 active. Potency, µM (doses to about 46.1 µM), for the others: at the top dose growth rescue (activation), usual class: activators. AID 652106; note: potency is the fitted concentration of half-maximal effect; % of control where 0% means no effect; nearly all actives have a fitted effect of over 65% in size
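Screening used galactose-induced yeast with toxic alpha-synuclein levels, exposed to compound for 24 hr at 30 deg C. Cell growth, read with BacTiter-Glo luminescence, gave the measured signal.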
Abeta yeast res: A-beta toxicity reversal in yeast | yeast expressing A-beta42, growth rescue, OD600, 48 h; response scale: 0% DMSO, 100% iron-clioquinol control | Potency, µM (titrated, usually from 46.1 µM), inactives show at the highest dose growth rescue, usual class: activators | 0.063% of 410,000 active; note: potency is the fitted concentration of half-maximal effect; nearly all actives have a fitted effect of over 55% in size
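Growth rescue measured by 600 nm absorbance after 48 h yeast culture at 30 C with compound. Values normalized between DMSO and an equimolar ferric chloride plus clioquinol control.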
EPAC1 antagonist: blocks human EPAC1 exchange factor; O95398; EPAC1 GEF assay, Rap1b-BODIPY-GDP exchange fluorescence; Potency, µM (series often up to 115 µM), without a hit: at the top dose activity change, negative = inhibition, usual class: inhibitors; 0.14% of 360,000 active; AID 720709;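 note: potency is the fitted concentration of half-maximal effect; plate controls were vehicle for no effect and positive control for full effect; nearly all actives have a fitted effect of over 50% in size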
Target sequence (O95398 whole entry, looked up): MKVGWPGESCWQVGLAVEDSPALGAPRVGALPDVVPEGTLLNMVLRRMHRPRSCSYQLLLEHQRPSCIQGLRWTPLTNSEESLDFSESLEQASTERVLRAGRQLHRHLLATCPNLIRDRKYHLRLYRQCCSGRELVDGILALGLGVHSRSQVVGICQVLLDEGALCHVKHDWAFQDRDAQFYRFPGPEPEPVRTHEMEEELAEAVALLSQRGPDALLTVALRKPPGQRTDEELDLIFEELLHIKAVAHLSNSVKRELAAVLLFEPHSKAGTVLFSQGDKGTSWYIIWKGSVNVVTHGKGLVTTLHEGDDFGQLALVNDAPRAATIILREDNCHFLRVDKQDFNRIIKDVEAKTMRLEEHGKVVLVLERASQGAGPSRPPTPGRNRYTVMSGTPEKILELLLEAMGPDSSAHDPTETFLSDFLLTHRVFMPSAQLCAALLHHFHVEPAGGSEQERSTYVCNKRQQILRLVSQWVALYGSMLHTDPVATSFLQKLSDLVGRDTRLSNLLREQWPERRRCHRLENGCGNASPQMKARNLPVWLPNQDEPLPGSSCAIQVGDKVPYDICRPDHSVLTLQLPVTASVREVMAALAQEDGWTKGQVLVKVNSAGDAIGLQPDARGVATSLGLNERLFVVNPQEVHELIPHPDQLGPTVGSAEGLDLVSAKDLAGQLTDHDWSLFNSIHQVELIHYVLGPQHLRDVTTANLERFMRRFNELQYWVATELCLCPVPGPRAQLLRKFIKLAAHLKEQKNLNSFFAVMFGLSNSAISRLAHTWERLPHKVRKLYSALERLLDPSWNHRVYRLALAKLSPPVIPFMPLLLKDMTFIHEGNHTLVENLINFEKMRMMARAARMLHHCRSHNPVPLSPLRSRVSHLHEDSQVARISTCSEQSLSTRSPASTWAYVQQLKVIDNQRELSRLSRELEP
PI5P4Ka inh: blocks human PI5P4K alpha kinase activity; P48426; AID 652105; PI5P4Kalpha enzyme, ADP-Glo luminescence, 60 min; hits give low values; max response, %; 1.2% of 330,000 active; active = max response of -50% or lower; inconclusive = between -30% and -50%; inactive = -30% or higher; note: value at the top dose of about 77 µM; % is set by controls: 0 for no effect and ±100 for the full control effect
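Enzyme plus substrate dispensed, test compounds pinned in, then ATP (5 microM final) added. After 60 min at RT, ADP-Glo reagent 1 for 45 min and reagent 2 for 30 min preceded luminescence imaging.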
EPAC1 agonist: EPAC1 (human) agonism. EPAC1 agonist qHTS, biochemical assay; response scale: 100% = response to 6.5 mM cAMP. 0.073% of 360,000 active. O95398. Potency, µM (top dose mostly 154 µM), for the others: at the highest dose activation, most hits filed as activators; note: potency is the fitted concentration of half-maximal effect; nearly all actives have a fitted effect of over 60% in size
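Read-out is the fluorescence drop as BODIPY-GDP leaves Rap1B (480 nm excitation, 540 nm emission), recorded every 5 minutes over 30 minutes. Reactions held 100 nM EPAC1, 250 nM Rap1B–BODIPY-GDP and 50 uM GDP, with 6.5 mM cAMP setting full activation.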
IL-2 act: activates IL-2 in a cell-based reporter assay; 0.065% of 360,000 active; IL-2 activation reporter assay, cell-based qHTS; stimulated with anti-CD3/CD4/CD28 beads; in transgenic mouse T cells; activation, % (series mostly up to about 46 µM); in the data active = activation above about 50%; inconclusive = mostly about 30% to 49%; note: 0% is about no effect
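Readout is EGFP and DsRed signal by fluorescent plate cytometry after 18 h at 37 degrees C. Transgenic mouse T cells (750/well) received compound for 60 min before bead stimulation (anti-CD3, anti-CD4, anti-CD28); memory T cells served as non-tolerant control.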
WRN helicase inh: inhibitors of human WRN helicase. Q14191. WRN helicase unwinding, fluorescent forked duplex, kinetic. Potency, µM (top dose mostly 114 µM), for inactives: at the highest dose activity change, negative = inhibition, hits mostly inhibitors. 0.46% of 360,000 active. AID 651768; note: potency is the fitted concentration of half-maximal effect; % is set by controls: 0 for no effect and ±100 for the full control effect; nearly all actives have a fitted effect of over 55% in size
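Enzyme (20 nM final) and test compound sit together 15 min at room temperature before substrate addition. Substrate is a single-forked duplex oligonucleotide (100 nM) labelled with fluorophore and quencher, with 2 mM ATP; helicase unwinding raises red fluorescence, read kinetically.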
* marks the source's active call; other numbers are inactive results; ? = inconclusive; / = no result given; [ ] = dose if it differs, or a comment. Unless noted, calls come from the whole dose curve; as a rule, active = well fitted curve in the direction sought with a large enough effect; inconclusive = small, poorly fitted or top-dose-only effect, or another doubt; inactive = no such curve, though single readings can be large; an effect the other way counts as inactive or inconclusive.

Results follow in this order: FUS suppressor | PLK1 PBD block | aSyn yeast inh | Abeta yeast res | EPAC1 antagonist | PI5P4Ka inh | EPAC1 agonist | IL-2 act | WRN helicase inh
O=C(Cc1ccc(F)cc1)N1CCN(c2ccc([N+](=O)[O-])cc2)CC1
    28% | -5% | -1% | -8% | -8% | 3 | -7% | -0.5 | 5%
O=C(c1ccc(F)c(F)c1)N1CCC2(CC1)NCCc1[nH]cnc12
    12% | -6% | 1% | -2% | 22% | -8 | -13% | -2.5 | 1%
COc1cc(NC(=O)C2CCCCC2)c2ncccc2c1
    16% | -2% | 14% | -16% | -6% | 0 | 7% | 0.1 | -6%
CCOC(=O)CN1C(=O)C(=O)N(Cc2ccccc2)C1=O
    -33% | -1% | 5% | -5% | -2% | 1 | -3% | -4.2 | -2%
O=C(O)CCCC(=O)N1CCc2cc(S(=O)(=O)N3CCc4ccccc43)ccc21
    ? | 1% | -5% | 4% | -8% | 7 | 3% | -2.6 | -4%
CCc1ccc(NC(=O)CSc2nc3ccccc3c(=O)n2CCCC(=O)N2CCCC2)cc1
    15% | -8% | 11% | -4% | -6% | / | 2% | -2.6 | 5%
Fc1ccccc1COc1ccc(Br)cc1CNCC1CCCO1 (stereo not drawn)
    -19% | 2% | -2% | 9% | 0% | 3 | 12% | -0.5 | 2%
Cc1ccc(CN2CC(C(=O)Nc3ccncc3)CC2=O)cc1 (stereo not drawn)
    ? | 1% | 0% | 9% | -4% | -7 | -5% | -0.1 | 13%
Cc1ccc(OCC(=O)NNC(=O)CCc2ccccc2)cc1
    23% | -9% | 0% | -7% | 10% | / | 3% | -2.1 | 0%
O=C(COC(=O)/C=C/c1nc2ccccc2s1)Nc1cccc2ccccc12
    -10% | 1% | 1% | -7% | -3% | -14 | -11% | -1.0 | 8%
CSc1ccccc1NC(=O)CO/N=C(\C)c1cc2ccccc2o1
    27% | -10% | -12% | 5% | -3% | 14 | 2% | 0.0 | -6%
COc1ccc([N+](=O)[O-])cc1NC(=O)C(C)OC(=O)C1CC(=O)N(Cc2ccco2)C1 (stereo not drawn)
    32% | -11% | -20% | -7% | 3% | -4 | 6% | -0.4 | 2%
CCCOc1ccc(C(=O)O)cc1
    -3% | -7% | 3% | -6% | -6% | 1 | 8% | -0.1 | -1%
CCn1nnc(-c2ccccc2NC(=O)c2cccc(-n3cnnn3)c2)n1
    -14% | -4% | -10% | 5% | 4% | / | 6% | -2.1 | -19%
CC1Cc2cc(S(=O)(=O)N3CCC(C(=O)NCc4ccco4)CC3)ccc2N1C(=O)C1CCC1 (stereo not drawn)
    22% | -5% | -2% | 9% | -6% | 1 | 2% | -1.2 | 1%
CC(=O)c1ccc(-n2c(C)c(C(C)=O)c3cc(O)ccc32)cc1
    14% | 1% | -1% | 0% | 2% | 10 | 12% | -0.2 | 4%
O=C(Cc1ccccc1)NC1CCN(C(=O)NCc2ccccc2)CC1
    -14% | 27µM* | 4% | -5% | 1% | -6 | -2% | 0.4 | 8%
CCC(=O)Nc1ccc2c(c1)nc(CCN1CCN(C)CC1)n2C
    19% | -8% | -1% | -3% | 2% | -1 | 1% | -2.5 | -5%
Cc1noc(C)c1S(=O)(=O)N(C)C[C@H]1OCCCC[C@H](C)Oc2ccc(NC(=O)CCCN(C)C)cc2C(=O)N([C@H](C)CO)C[C@@H]1C
    3% | -23% | 2% | 10% | 6% | 1 | 8% | -0.9 | -2%
COc1cc(C=NNc2ccccc2[N+](=O)[O-])cc(OC)c1OC
    -28% | -8% | -1% | -9% | 11% | 2 | 16% | -1.7 | 5%
Cc1nc(-c2ccccc2)nc2[nH]c(C(C)C)cc(=O)c12
    0% | -10% | -10% | -15% | -2% | / | 12% | -2.0 | -9%
O=c1[nH][nH]c2c1[C@H](c1ccccc1)O[C@H](C1CCCCC1)C2
    ? | 12µM* | 5% | 1% | -5% | ? | -5% | -0.6 | -7%
COc1ccc(C(=O)C(OC(=O)c2ccc(C)c(NC(C)=O)c2)c2ccccc2)cc1 (stereo not drawn)
    ? | -4% | 3% | -8% | 0% | -1 | 9% | -4.2 | -4%
Fc1ccc(N2CCN(C3=Nc4cccc5cccc3c45)CC2)cc1
    12% | -3% | 1% | 0% | -15% | 2 | ? | -0.5 | -27%
COc1cccc(NC(=O)Nc2nnc([C@H]3C[C@H](O)[C@@H](CO)O3)s2)c1
    -16% | -7% | -6% | -7% | -16% | -21 | 7% | 0.2 | 4%
C=CCNC(=S)N1CCC(C(N)=O)CC1
    -11% | -4% | 5% | -18% | 4% | 5 | 3% | -0.5 | -10%
CC(=O)c1c(C)[nH]c(C(=O)CN2CCN(S(=O)(=O)c3ccc(C(C)C)cc3)CC2)c1C
    16% | -3% | -1% | 19% | -13% | 6 | -6% | -0.3 | -7%
O=C(NCC1CCCO1)c1nc(Cn2ccc([N+](=O)[O-])n2)no1 (stereo not drawn)
    -14% | -1% | -9% | 1% | -18% | 8 | 0% | 0.3 | 7%
CC(CC(=O)NC(C)c1ccc2c(c1)OCCO2)c1ccccc1 (stereo not drawn)
    / | -6% | 1% | 0% | 9% | 1 | -6% | -1.9 | 9%
C(=C\c1ccccc1)/CSc1nnc(-c2cnccn2)n1Cc1ccco1
    40% | -19% | -2% | -19% | 2% | -22 | 4% | 2.1 | -8%

Random excerpt: 3 entries already listed, in no set order.
Results follow in this order: FUS suppressor | PLK1 PBD block | aSyn yeast inh | Abeta yeast res | EPAC1 antagonist | PI5P4Ka inh | EPAC1 agonist | IL-2 act | WRN helicase inh
CC(CC(=O)NC(C)c1ccc2c(c1)OCCO2)c1ccccc1 (stereo not drawn)
    / | -6% | 1% | 0% | 9% | 1 | -6% | -1.9 | 9%
O=C(NCC1CCCO1)c1nc(Cn2ccc([N+](=O)[O-])n2)no1 (stereo not drawn)
    -14% | -1% | -9% | 1% | -18% | 8 | 0% | 0.3 | 7%
COc1cccc(NC(=O)Nc2nnc([C@H]3C[C@H](O)[C@@H](CO)O3)s2)c1
    -16% | -7% | -6% | -7% | -16% | -21 | 7% | 0.2 | 4%

(more compounds)
Results follow in this order: FUS suppressor | PLK1 PBD block | aSyn yeast inh | Abeta yeast res | EPAC1 antagonist | PI5P4Ka inh | EPAC1 agonist | IL-2 act | WRN helicase inh
Cc1nn(-c2ncc(C(F)(F)F)cc2Cl)c(=O)n1-c1ccccc1
    20% | -3% | 3% | 5% | 4% | -2 | 11% | -1.5 | 0%
Cc1ccc(N(C(C)C(=O)N2CCOCC2)S(C)(=O)=O)cc1C (stereo not drawn)
    3% | -11% | -2% | -4% | 17% | 0 | 1% | -2.7 | -9%
COc1ccc(-c2cc(N3C(=O)Nc4ccccc4N3O)n[nH]2)cc1OC
    59% | -4% | -2% | 5% | -19% | -5 | 11% | -2.7 | -8%
CCOC(=O)C1(CC2CC2)CCN(Cc2cn(C)c3ccccc23)CC1
    -6% | -3% | 4% | 11% | -23% | 8 | -6% | -0.6 | -4%
CCOc1ccc(N(CC(=O)Nc2ccccc2OCC)S(=O)(=O)c2c(C)noc2C)cc1
    ? | -2% | 7% | / | -9% | 12 | 8% | 0.1 | -14%
CC(C)(C)N=C1C([N+](=O)[O-])=CC=C2C1=NC1(CCCCC1)N2O
    / | -10% | -18% | -10% | -17% | -1 | -1% | 1.9 | -10%
CCCC(=O)N1CCCC1(C)C(=O)Nc1ccc2cn[nH]c2c1 (stereo not drawn)
    -20% | -11% | -13% | -19% | -10% | 0 | -7% | 0.6 | -4%
CN1C(=O)c2ccc(C(=O)NC3CCCCC3)cc2C1=O
    13% | 1% | 2% | -7% | 24% | 2 | -2% | -0.5 | -7%
Cc1ccc(NC(=O)CSc2nsc(SCC(=O)Nc3ccc(C)cc3C)c2C#N)c(C)c1
    18% | -11% | 3% | 3% | -6% | 1 | 5% | -3.8 | -16%[57.1 µM]
C=CCn1c(SCC(=O)NCc2ccc3c(c2)OCO3)nnc1-c1cccnc1
    10% | -9% | -3% | -9% | -20% | -2 | -1% | -4.1 | -29%
O=C(COc1ccc(S(=O)(=O)N2CCOCC2)cc1)N1CCN(c2ccccc2)CC1
    / | -5% | -3% | -2% | -5% | -8 | 3% | -1.9 | -12%
Cc1cc(NC(=O)CSc2nc3ccccc3c(=O)n2-c2ccccc2)no1
    8% | 5% | -1% | 2% | -2% | -2 | 4% | -0.7 | -3%
Cc1ccc(C(=O)NCCCNC(=O)c2ccccc2F)cn1
    -2% | 0% | -1% | 0% | -29% | 2 | 5% | -0.9 | -9%
CCC(=O)c1ccc(OCC(=O)NC2CCCC2)cc1
    / | -2% | -11% | -25% | 12% | 4 | 5% | -0.3 | 4%
Cc1cc(C)cc(NC(=S)N2CCN(Cc3ccccc3)CC2)c1
    -6% | -5% | -3% | -13% | 8% | -7 | -6% | -0.3 | -4%
O=C(NCC(=O)N1CCN(c2ccccc2F)CC1)c1cccs1
    9% | 2% | 2% | -21% | -1% | 7 | -20% | 1.0 | 0%
COC(=O)c1ccccc1NC(=O)/C=C/c1cc(OC)c(OC)c(OC)c1
    -1% | -1% | -14% | 9% | 12% | -1 | -12% | 2.0 | -26%[57.1 µM]
O=C(OCCc1cc2ccccc2c(=O)o1)c1ccccc1C(F)(F)F
    13% | -2% | 1% | -4% | -17% | 4 | -6% | -0.6 | 0%
Cc1ccc(C(=O)NCc2ccc3c(c2)OCO3)cc1C
    -19% | -17% | -1% | 9% | -18% | 0 | 1% | -3.4 | 0%
CC(=O)Nc1ccc(S(=O)(=O)Nc2ccc(S(=O)(=O)Nc3ncccn3)cc2)cc1
    -1% | 9% | 0% | -4% | 1% | 0 | 2% | -2.9 | -4%
CN(C)C(=S)Oc1ccccc1C1(C)OCCO1
    -26% | -1% | 7% | 4% | 4% | 8 | 17% | 4.4 | -3%
O=C(Oc1ccc(-c2nccc(-c3ccccn3)n2)cc1)c1cccc(C(F)(F)F)c1
    -24% | -1% | -3% | 19% | 0% | -6 | 4% | -0.5 | 4%
